Screening data: PubChem BioAssay, several laboratories
TLR9-MyD88 block: inhibitors of TLR9-MyD88 association in cells, primary screen, cell-based, CHO, BLA complementation, fluorescence | Toll-like receptor 9 (Homo sapiens) + Myeloid differentiation primary response protein … | CCF4 FRET ratio | inhibition, % at 4.98 µM | actives 0.21% (n = 340,000) | AID 504734, 2011;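 active = inhibition above the mean over all tested compounds plus 3 SD, cut at about 21% in these data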;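 note: 0% = DMSO only wells and 100% = clavulanate BLA inhibitor control wells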
TROY NFkB inh: inhibitors of TROY-driven NF-kB signaling, primary screen, Q293 LMP1-TROYcd cells, NF-kB luciferase, uHTS; actives 0.98% (n = 360,000); inhibition, % at 10 µM; AID 1347056, 2019; Q293 LMP1-TROYcd NF-kB luciferase reporter, 4 h;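 active = compounds whose plate-normalised and pattern-corrected inhibition of the luciferase reporter signal at the single screening dose is 50% or more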
ABHD5-PLIN5 inh: ABHD5-PLIN5 interaction inhibitors, primary screen, cell lysate, split luciferase complementation, luminescence; Perilipin-5 (Homo sapiens) + 1-acylglycerol-3-phosphate O-acyltransferase ABHD5 (Homo …; inhibition, % at 4 µM; Split G. princeps luciferase complementation, 4 h; actives 0.78% (n = 360,000);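 active = inhibition above the mean inhibition across every tested compound plus 3 SD, cut at about 22% in these data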;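 note: 0% = DMSO only wells and the 100% control is not disclosed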
Granule exo inh: LAMP-1 surface exposure blockers, TALL-104 cells – cell-based, flow cytometry, MLPCN library, primary screen. TALL-104 LAMP-1 surface exposure; cells stimulated with thapsigargin and PMA. inhibition, % at 10 µM. actives 0.66% (n = 360,000). AID 651702, 2012;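 active = inhibition above about 55%, limit read from the data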
LRH-1 inv ag: LRH-1 (NR5A2) inverse agonists, primary screen, cell-based, luminescence, HEK293T, StAR-luciferase reporter. Nuclear receptor subfamily 5 group A member 2 (Homo sapiens), O00482. inhibition, % at 3.6 µM. actives 0.13% (n = 360,000). AID 602396, 2012. LRH-1 transfected, 24 h;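 active = inhibition above the mean inhibition of all tested compounds plus 3 SD, cut at about 73% in these data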;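 note: 0% = DMSO wells and 100% = reporter-only cells lacking LRH-1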
NOD2 RIPK2 PPI: NOD2-RIPK2 binding disruptors in cells, primary screen, fluorescence, CHO cells, BLA complementation | inhibition, % at 4.98 µM | actives 0.38% (n = 360,000) | CCF4 ratio | AID 624267, 2012; in the data active = inhibition above about 21%;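 note: 0% = vehicle only and 100% = reference blocker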
NR2F2 inh: NR2F2 transcriptional activity inhibitors, primary screen, cell-based, luciferase reporter, HEK293T, luminescence | COUP transcription factor 2 (Homo sapiens), P24468 | HEK293T NGFI-A luciferase reporter | inhibition, % at 8.6 µM | actives 0.7% (n = 370,000);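 active = inhibition above a per-plate cutoff, mean inhibition of test wells between control levels plus 3 SD, cut at about 38% in these data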;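 note: cells cotransfected with COUP-TFII expression vector driving the NGFI-A reporter; 0% = median of COUP-TF2 test wells and 100% = reporter-only cells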
TWEAK-Fn14 inh: inhibitors of TWEAK-Fn14 signaling, primary screen, luciferase reporter cells, uHTS. actives 2% (n = 360,000). inhibition, % at 10 µM. TWEAK-stimulated Fn14 reporter cells, luciferase luminescence, 8 h. AID 1159606, 2016; in the data active = inhibition above about 50%
SRC1 inh: SRC1 coactivator transcriptional activity inhibitors, primary screen, cell-based, luminescence | AID 588354, 2011 | actives 0.12% (n = 360,000) | Nuclear receptor coactivator 1 (Homo sapiens), Q15788 | HEK293 GAL4-SRC1 luciferase reporter | inhibition, % at 3.6 µM;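 active = inhibition above the campaign mean plus 3 SD, with each screening campaign given its own cutoff, cut at about 60% in these data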;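 note: 0% = DMSO treated cells and 100% = gossypol at 36 µM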
SRC3 inh: SRC3 coactivator transcriptional activity inhibitors, primary screen, cell-based, luminescence. AID 588352, 2011. Nuclear receptor coactivator 3 (Homo sapiens), Q9Y6Q9. HEK293 GAL4-SRC3 luciferase reporter. inhibition, % at 3.6 µM. actives 0.17% (n = 360,000);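 active = inhibition above a per-campaign cutoff, the mean of all compounds plus 3 SD, cut at about 60% in these data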;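 note: 0% = DMSO-treated cells and 100% = gossypol-treated cells at 36 µM; higher means less SRC3-driven luciferase light from the GAL4 reporter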
NCOA2 inhibitor: inhibition of GAL4-SRC2 driven luciferase reporter, primary screen, SRC2 inhibitor project, cell-based, luminescence. HEK293 GAL4-SRC2 luciferase reporter. inhibition, % at 9 µM. actives 0.17% (n = 370,000). AID 651957, 2012. Nuclear receptor coactivator 2 (Homo sapiens), Q15596;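 active = inhibition above the mean inhibition of all tested compounds plus 3 SD, set per campaign, cut at about 52% in these data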;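 note: 0% = DMSO treated cells and 100% = cells given Gossypol at 36 µM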
Target sequence (Q15596 whole entry, looked up, the tested form may be a part): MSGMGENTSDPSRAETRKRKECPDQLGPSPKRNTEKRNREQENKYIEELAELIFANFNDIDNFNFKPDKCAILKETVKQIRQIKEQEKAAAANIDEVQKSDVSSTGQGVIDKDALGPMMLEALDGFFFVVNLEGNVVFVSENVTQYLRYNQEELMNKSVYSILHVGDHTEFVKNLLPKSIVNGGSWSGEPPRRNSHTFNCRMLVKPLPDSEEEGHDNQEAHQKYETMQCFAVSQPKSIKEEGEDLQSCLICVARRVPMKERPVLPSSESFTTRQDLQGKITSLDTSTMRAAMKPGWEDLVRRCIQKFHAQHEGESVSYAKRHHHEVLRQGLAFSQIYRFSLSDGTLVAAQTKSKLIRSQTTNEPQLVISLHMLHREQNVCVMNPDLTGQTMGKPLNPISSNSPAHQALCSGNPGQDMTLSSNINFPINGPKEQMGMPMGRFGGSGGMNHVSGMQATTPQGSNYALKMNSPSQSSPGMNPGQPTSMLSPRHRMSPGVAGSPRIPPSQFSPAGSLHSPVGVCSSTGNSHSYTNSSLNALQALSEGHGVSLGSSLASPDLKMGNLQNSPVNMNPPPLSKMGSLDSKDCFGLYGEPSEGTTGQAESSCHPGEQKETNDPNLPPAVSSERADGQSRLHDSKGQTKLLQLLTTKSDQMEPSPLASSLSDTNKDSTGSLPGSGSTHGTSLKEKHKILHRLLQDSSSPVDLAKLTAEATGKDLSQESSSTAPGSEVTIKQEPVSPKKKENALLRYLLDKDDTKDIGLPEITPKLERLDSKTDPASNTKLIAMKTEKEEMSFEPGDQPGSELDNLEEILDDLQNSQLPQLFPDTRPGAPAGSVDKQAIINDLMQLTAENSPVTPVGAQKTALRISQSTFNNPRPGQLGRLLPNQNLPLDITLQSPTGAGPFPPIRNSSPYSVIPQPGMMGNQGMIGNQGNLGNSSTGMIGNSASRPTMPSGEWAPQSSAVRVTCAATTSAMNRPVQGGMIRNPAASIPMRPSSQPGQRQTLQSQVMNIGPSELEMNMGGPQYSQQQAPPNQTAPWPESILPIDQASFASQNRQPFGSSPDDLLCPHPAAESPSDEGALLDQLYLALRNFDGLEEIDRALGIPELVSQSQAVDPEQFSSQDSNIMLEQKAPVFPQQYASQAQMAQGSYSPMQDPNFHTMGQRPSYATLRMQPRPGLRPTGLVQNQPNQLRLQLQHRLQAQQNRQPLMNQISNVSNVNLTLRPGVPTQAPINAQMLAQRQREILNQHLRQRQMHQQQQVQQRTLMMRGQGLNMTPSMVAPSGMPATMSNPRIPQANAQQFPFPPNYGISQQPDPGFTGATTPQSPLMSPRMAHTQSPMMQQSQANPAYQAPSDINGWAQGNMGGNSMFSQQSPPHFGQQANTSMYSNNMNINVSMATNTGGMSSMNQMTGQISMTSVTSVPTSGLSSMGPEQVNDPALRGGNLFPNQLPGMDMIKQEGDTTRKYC
Numbers without * were called inactive; · = not tested or not shown. Some of the compounds tested; the hit share may differ from the screen's.

molecule	TLR9-MyD88 block	TROY NFkB inh	ABHD5-PLIN5 inh	Granule exo inh	LRH-1 inv ag	NOD2 RIPK2 PPI	NR2F2 inh	TWEAK-Fn14 inh	SRC1 inh	SRC3 inh	NCOA2 inhibitor
Cc1ccc(C)n1CCN1CCN(C(=O)CSc2nc3ccccc3nc2N2CCOCC2)CC1	1	15	12	-3	3	-3	15	2	-10	10	17
CC(=O)N1CCc2c(sc(NC(=O)CCS(=O)(=O)c3ccc(C)cc3)c2C#N)C1	-14	14	12	0	42	4	-13	3	0	-5	-4
O=C(NCCc1ccccc1F)C1CC(=O)N(c2ccc3c(c2)OCCO3)C1 (stereo unspecified)	-5	7	1	6	-15	-8	3	10	-8	7	-40
COc1ccccc1N1CCN(C(=O)CSc2nc3ncnc(N)c3[nH]2)CC1	3	3	4	-2	18	-3	7	-20	1	15	-9
CCC(C)COC(c1ccccc1)(c1ccccc1)C(Oc1nc(C)cc(C)n1)C(=O)O (stereo unspecified)	1	-11	1	21	11	5	6	24	19	-16	-9
COc1ccc2[nH]c3c(=O)n(N)c(C)nc3c2c1	-1	-19	3	9	2	-11	-9	14	6	15	-22
OCCOc1cccc(CN2CCC(CO)(CCOc3ccccc3)CC2)c1	-13	32	-10	-5	8	-16	0	6	10	10	-7
CCN(CC(=O)NCc1ccc(Cl)cc1)C(=O)CSc1ccc(F)cc1	-4	-24	-7	-3	23	6	-8	11	-6	-10	18
CCCc1cc(=O)[nH]c(SCC(=O)OCc2ccccc2)n1	0	4	-5	6	-9	-4	-14	5	-7	0	-6
CC(=O)Nc1ccc(OCC(O)Cn2ccnc2)cc1 (stereo unspecified)	7	12	-1	-1	-24	-14	6	-4	-18	10	-33
Cc1n[nH]c(C)c1CCC(=O)N/N=C/c1c(C)[nH]c2ccccc12	-5	1	-3	-2	16	10	-13	13	-2	14	-30
CCOC(=O)CC(=O)Nc1ncnc2c1C(c1ccccc1)c1c(ccc3ccccc13)O2 (stereo unspecified)	-2	37	-15	-3	-13	7	-2	-11	-12	-2	-1
CC(C)CCN1C(=O)c2ccc(C(=O)NCC3CCCO3)cc2C1=O (stereo unspecified)	-4	-25	-2	2	5	-12	14	-5	-14	-9	-12
COc1ccccc1OCC(=O)Nc1nc(-c2ccc(S(=O)(=O)N3CCOCC3)cc2)cs1	-1	10	2	3	4	1	-6	48	15	-11	16
CC(NC(=O)Cc1ccc(NC2=NC3CS(=O)(=O)CC3S2)cc1)c1ccccc1 (stereo unspecified)	11	-6	7	1	-10	5	-11	-2	-13	-24	7
CC1CCN(c2ncnc3nc[nH]c23)CC1	-2	-2	-2	-6	-3	-1	-1	13	17	-29	4
Cc1cn([C@H]2C[C@H](O)[C@@H](/C=C/C(=O)NCCc3ccc(S(N)(=O)=O)cc3)O2)c(=O)[nH]c1=O	·	4	6	-6	5	2	-2	-9	-12	-13	-6
COCCNC(=O)[C@@]1(C)C=C[C@@H](Cc2ccccc2)N1C(=O)c1ccccc1	-1	-85	2	-2	-58	2	-14	-4	-7	-21	-51
O=C(Nc1cccnc1)Nc1ccc(Cl)cc1Cl	5	-7	5	-4	-15	6	13	-18	-14	-23	-45
Cn1c(N)nc2nc(CCc3ccccc3)c(=O)[nH]c2c1=O	1	-1	6	16	7	7	12	27	-19	-26	9
CC(C)C(NS(=O)(=O)c1cc(C(=O)O)ccc1Cl)C(=O)O (stereo unspecified)	4	5	2	3	-9	-2	2	19	-3	11	15
CCOc1ccc(S(=O)(=O)N(C)c2ccc(OCC(=O)NC3=NCCS3)cc2)cc1	0	-19	-2	6	7	-3	-11	9	4	15	12
CCN(CC)c1ccc(/C=N/NC(=O)c2cccc(S(=O)(=O)Nc3ccccc3OC)c2)c(O)c1	21*	-7	5	2	33	21*	-17	-10	73*	81*	32
N#C/C(=N\Nc1ccc(Cl)cc1)C(=O)c1ccccc1	-8	20	6	4	29	3	28	23	19	11	21
COc1cc(C(=O)Nc2ccc3c(c2)OCCO3)c(-n2cnnn2)cc1OC	-8	-7	3	2	17	-6	-9	16	-4	-1	-17
COc1ccccc1NC(=O)CN(c1ccccc1)S(=O)(=O)c1ccccc1	-6	-26	10	23	12	-45	-8	-1	26	5	-3
O=C1CN(C(=O)c2ccc(Cl)c(S(=O)(=O)N3CCc4ccccc43)c2)c2ccccc2N1	-7	19	4	-1	-24	-16	8	-53	-50	-71	18
CCN1C(=O)[C@H]2[C@@H](c3ccc(OC)cc3)N[C@]3(CCCN(Cc4ccc(Br)cc4)C3=O)[C@H]2C1=O	-4	-23	-7	0	-24	7	1	-1	-3	-19	-9
Cc1cccc(C)c1NC(=O)COC(=O)C1Cc2ccccc2CN1C(=O)c1ccccc1 (stereo unspecified)	0	5	-2	-1	-7	4	-6	-3	-19	8	-16
O=C1OCC2=C1C(c1ccccc1)CC(=O)N2c1cccc(F)c1 (stereo unspecified)	-2	19	-5	0	-2	6	13	9	-4	12	8
O=C1CCCC2=C1Sc1ccc(Cl)cc1N2	-5	2	0	24	6	11	0	10	-21	11	19
CCc1ccc2c(CN3CCN(S(=O)(=O)c4ccc5c(c4)OCCO5)CC3)cc(=O)oc2c1	-8	14	4	0	1	0	14	6	4	1	8
NC(=O)COC(=O)C1CSC2(c3ccc(F)cc3)CCC(=O)N12 (stereo unspecified)	12	-1	-3	-9	-14	3	-8	3	2	-17	-26
O=C(O)c1ccc(N=c2oc3cc(O)ccc3cc2C(=O)NCc2ccccc2)cc1	-94	1	0	22	-25	-70	-24	-3	-30	-37	-29
Cc1ccccc1C(=O)N1CCC(C(=O)N(CC(C)C)c2c(N)n(CC(C)C)c(=O)[nH]c2=O)CC1	-1	15	-7	-1	-22	5	16	1	-1	8	0
O=C(NCc1ccc(F)cc1)C(c1cccs1)N(C(=O)c1csnn1)C1CC1 (stereo unspecified)	1	7	2	0	-9	-3	0	-4	-4	12	9
CCOc1ccc(OCC)c(NC(=O)CN(c2ccc(C)cc2)S(=O)(=O)c2c(C)noc2C)c1	1	-2	4	-4	1	-1	2	9	-7	6	-9
CCOc1c(Br)cc(C(=O)Nc2cccc(S(=O)(=O)N3CCOCC3)c2)cc1OC	-2	2	-14	-2	0	-4	12	24	19	-3	3
Cc1ccc(NC(=O)CSc2nc3c(c(=O)[nH]2)CCCC3)cc1C	-5	11	-1	2	-9	-3	-18	-5	-10	13	-4
CN1C(=O)C2C(c3ccc(N(C)C)cc3)=NN(Cc3ccccc3)C2C1=O (stereo unspecified)	-5	-11	4	-2	-4	6	-4	6	1	14	3
CC(Oc1ccc(Cl)cc1Cl)C(=O)NNC(=O)c1ccncc1 (stereo unspecified)	9	-6	-11	-7	9	-9	11	3	-5	7	22
CCCCCN1CSC(=S)N(Cc2ccccc2)C1	8	-15	0	-2	-3	4	-2	1	-1	-13	-8
CCOC(=O)c1cn(CC)c2c(ccc3ccccc32)c1=O	-4	-5	1	-4	-33	-4	-13	-42	-40	-27	-38
CCC(C(=O)NCCc1ccco1)n1nc(C)c2c(C)n(-c3ccccc3)nc2c1=O (stereo unspecified)	-5	-7	2	-3	5	3	8	-6	15	8	-8
O=C(NC1CCCCC1)c1cccc2c1C(=O)c1ccc(-c3ccc(OC(F)(F)F)cc3)cc1S2(=O)=O	-3	9	-7	26	7	-3	-7	-116	-3	-14	8
CCn1c(SCC(=O)NNC(=O)Cc2ccccc2)nnc1-c1ccncc1	-1	3	-1	-13	13	0	5	-1	-4	9	10
Clc1ccc(-c2ccc(CN3CCCCC3)o2)cc1	3	-42	1	6	-17	-4	-34	-19	-5	-64	-20
C=CCn1c2ccccc2c(=O)c2cc(C#CC3(O)CCCCC3)ccc21	-15	70*	-1	-3	-89	-22	-32	2	-72	-54	-39
Cc1nn(Cc2ccc([N+](=O)[O-])cc2)c(=O)n1-c1cccc(F)c1	-18	-17	1	-2	10	-12	0	-9	-6	-17	-17
CCn1nc(C)c(NC(=O)/C=C/c2cnn(C)c2C)c1C	-2	8	2	-2	-10	-7	-23	4	-25	6	-2
CC(C)C(NC(=S)NCc1ccccc1)C(=O)O (stereo unspecified)	2	0	-7	5	3	-7	2	-1	-5	-9	-4
CCc1nn(CC(=O)NCCN2CCN(C)CC2)c(=O)c2cc3c(OC)cccc3n12	1	-13	-1	-1	-4	-11	-13	-8	11	6	-9
